Screens (PubChem BioAssay)
TR-FRET SRC-2 ct – TR-FRET signal artefacts, primary screen, artefact control for PPARgamma SRC-2 agonist project, biochemical; actives 0.4% (n = 200,000); TR-FRET ratio at 8 µM; TR-FRET artefact counter-screen; hits give high values; in the data active means TR-FRET ratio above about 2000; further: inactives centre near 1500
RAM network inh – inhibitors of the yeast RAM network, primary screen, dse1pr::URA3 reporter, 5-FOA selection; S. cerevisiae dse1pr::URA3 reporter, 5-FOA growth OD615, 2 d; analog-sensitive cbk1-as2 kinase mutant strain; inhibition, % at 50 µM; actives 1.8% (n = 190,000); AID 868, 2007;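 active means inhibition above a set limit, 3 SD over mean compound inhibition, cut at about 8.4% in these data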;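 further: 0% = DMSO-only wells with no growth and 100% = 10 µM 1-NA-PP1 full growth; inhibition rescues growth on 5-FOA so higher OD means more RAM inhibition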
PPARg SRC1 recr – PPARgamma agonists recruiting SRC-1 coactivator, primary screen, biochemical. actives 0.41% (n = 200,000). Peroxisome proliferator-activated receptor gamma (Homo sapiens), P37231. activation, % at 8 µM. PPARgamma-SRC-1 coactivator recruitment biochemical assay; in the data active means activation above about 19%;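 further: 0% = DMSO and 100% = reference agonist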
Target sequence (P37231 whole entry, looked up): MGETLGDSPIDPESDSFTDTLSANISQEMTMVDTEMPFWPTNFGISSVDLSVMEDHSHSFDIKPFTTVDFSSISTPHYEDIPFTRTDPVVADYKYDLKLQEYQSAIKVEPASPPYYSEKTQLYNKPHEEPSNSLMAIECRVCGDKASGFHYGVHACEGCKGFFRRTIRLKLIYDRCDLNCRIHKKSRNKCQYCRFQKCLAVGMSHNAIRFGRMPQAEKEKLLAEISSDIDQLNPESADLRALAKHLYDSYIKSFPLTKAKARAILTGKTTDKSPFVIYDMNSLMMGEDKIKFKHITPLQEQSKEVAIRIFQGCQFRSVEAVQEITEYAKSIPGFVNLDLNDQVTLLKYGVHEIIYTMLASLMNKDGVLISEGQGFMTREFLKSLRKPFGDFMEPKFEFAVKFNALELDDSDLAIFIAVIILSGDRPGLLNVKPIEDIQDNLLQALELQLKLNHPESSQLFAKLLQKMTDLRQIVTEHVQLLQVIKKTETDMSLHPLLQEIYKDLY
PPARg SRC3 recr – PPARgamma agonists recruiting SRC-3 coactivator, primary screen, biochemical. actives 0.26% (n = 200,000). activation, % at 8 µM. Peroxisome proliferator-activated receptor gamma (Homo sapiens), P37231. AID 731, 2007. biochemical PPARgamma/SRC-3 coactivator recruitment assay; in the data active means activation above about 23%;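 further: 0% = DMSO and 100% = reference agonist; some compounds past the cut are filed as inactive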
S1P3 antagonist – S1P3 receptor antagonists, primary screen, cell-based | CHO S1P3 NFAT-BLA reporter, FRET fluorescence, antagonist mode | inhibition, % at 4.98 µM | actives 0.27% (n = 170,000);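 active means inhibition above the plate cutoff, the mean inhibition of test wells on that plate plus 3 SD, cut at about 28% in these data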;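 further: cells challenged with S1P at its EC80 of 0.8 µM; blue over green emission ratio from cleaved BLA substrate after 4 h stimulation; 0% = S1P-stimulated wells and 100% = unstimulated DMSO-only wells; some compounds past the cut are filed as inactive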
Target sequence (Q99500 whole entry, looked up): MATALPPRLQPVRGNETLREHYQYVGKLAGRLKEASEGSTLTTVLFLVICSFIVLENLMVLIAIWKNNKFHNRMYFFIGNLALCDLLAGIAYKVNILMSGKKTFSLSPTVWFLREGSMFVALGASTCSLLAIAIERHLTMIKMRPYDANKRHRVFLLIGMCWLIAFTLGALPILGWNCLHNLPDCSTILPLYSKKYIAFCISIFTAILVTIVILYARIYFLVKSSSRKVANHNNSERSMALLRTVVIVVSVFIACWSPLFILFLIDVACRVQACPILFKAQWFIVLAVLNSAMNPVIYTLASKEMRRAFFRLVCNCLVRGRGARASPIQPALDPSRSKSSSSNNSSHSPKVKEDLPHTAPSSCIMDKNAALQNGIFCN
PPARg SRC2 recr – agonists of PPARg-SRC-2 recruitment, primary screen, biochemical, HTS; Peroxisome proliferator-activated receptor gamma (Homo sapiens), P37231; PPARgamma LBD-SRC-2 recruitment; activation, % at 8 µM; actives 0.34% (n = 200,000); AID 1032, 2008; in the data active means activation above about 22%;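 further: 0% = vehicle and 100% = reference agonist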
Lmaj promast – Leishmania major promastigote growth inhibition, primary screen. Leishmania major promastigotes, resazurin fluorescence viability. inhibition, % at 10 µM. actives 9% (n = 200,000). AID 1063, 2008; in the data active means inhibition above about 50%;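 further: promastigotes grown with compound for 44 hours at 28 °C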
DTT redox prof – compounds producing H2O2 with reducing agent – biochemical, NIH compound library profiling, artefact control for MLSCN library redox annotation, primary screen. AID 878, 2007. DTT-dependent redox cycling H2O2, phenol red/HRP absorbance; 100% = 100 µM peroxide control, 0% = buffer. activation, % at 10 µM. actives 0.03% (n = 200,000);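 active means activation of at least 50% relative to the plate's high and low controls in the primary single-dose screen; inactive means activation below 50%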;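 further: compound incubated with DTT at 0.8 mM final as the reducing agent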
ROMK primary – ROMK potassium channel modulators, primary screen, cell-based, thallium flux, MLSMR library; ATP-sensitive inward rectifier potassium channel 1 (Homo sapiens), P48048; Tet-inducible ROMK, thallium flux fluorescence; actives lie on both sides; B-score at 10 µM; actives 2% (n = 130,000); AID 1918, 2009;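 active means signal ratio slope over the read window, or its plate-corrected B-score, at least 3 SD from the plate mean, either direction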;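 further: B-score of the F/F0 ratio slope over 7 to 12 s after thallium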
Efa HMGR inh – inhibitors of E. faecalis class II HMGR, primary screen, biochemical, Enterococcus faecalis; HMG-CoA reductase (Enterococcus faecalis, mvaE); purified E. faecalis HMGR, NADPH absorbance 340 nm kinetic; inhibition, % at 10 µM; actives 0.41% (n = 190,000);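 active means inhibition above a set limit, the median over all tested compounds plus 3 SD, cut at about 9.5% in these data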;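 further: enzyme runs in reverse so mevalonate oxidation gives rising NADPH absorbance; 0% = complete reaction with DMSO and 100% = background rate lacking mevalonate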
bIAP inhibitor – bovine intestinal alkaline phosphatase inhibitors, primary screen, selectivity assay for TNAP inhibitor project, biochemical, bovine IAP, CDP-star luminescence | alkaline phosphatase, intestinal [Bos taurus] | purified bovine IAP, 30 min | inhibition, % at 20 µM | 190,000 tested, under 10 active;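 active means over 50% inhibition of intestinal alkaline phosphatase at 20 µM in the single-dose screen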
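Incubation: 30 min reaction at room temperature / Material: purified bovine intestinal alkaline phosphatase (IAP) enzyme / Input: enzyme at 1/65,000,000 dilution / Dosing: 20 µM single dose / Signal: CDP-star luminescence signal / Reagent: CDP-star chemiluminescent phosphatase substrate, 30 µM final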
Numbers without * were called inactive; / = no result given. Hits appear at their usual frequency (roughly 13% active in at least one column).

#	SMILES	TR-FRET SRC-2 ct	RAM network inh	PPARg SRC1 recr	PPARg SRC3 recr	S1P3 antagonist	PPARg SRC2 recr
1	Cn1c(=O)c2c(nc(SCCN3CCOCC3)n2Cc2ccccc2Cl)n(C)c1=O	1864	0.9	9	10	-12	3
2	COc1ccc(CC(=O)Nc2c3c(nn2-c2cccc(C)c2C)CS(=O)C3)cc1OC (stereo not drawn)	1551	1.9	3	-2	-37	7
3	CC(C)c1ccc(NC(=O)C2C3C=CC4(CN(Cc5cccnc5)C(=O)C24)O3)cc1 (stereo not drawn)	1709	2.6	3	6	-9	6
4	COc1ccc(-c2nnc3ccc(SCC(=O)NCc4ccco4)nn23)cc1	1729	4.0	2	14	-14	1
5	O=C(c1c(F)cccc1F)N1CCN(c2cccc(C(F)(F)F)c2)CC1	1806	3.5	2	5	1	-2
6	O=C(c1cccnc1)C1CCCN(Cc2nc(Cc3ccccc3F)no2)C1 (stereo not drawn)	1466	0.5	2	-4	-17	11
7	O=C(Nc1ccccn1)c1ccc(=O)[nH]n1	1503	0.9	8	10	/	4
8	CC1=NN(Cc2ccccc2)C(=O)C1C(c1ccc(Cl)cc1)C(C#N)C#N (stereo not drawn)	1666	2.5	0	5	-6	-3

#	Lmaj promast	DTT redox prof	ROMK primary	Efa HMGR inh	bIAP inhibitor
1	48	-0.6	/	-3	8
2	-4	2.4	/	-5	-13
3	-6	-0.3	-0.43	-3	9
4	15	1.2	0.048	-5	7
5	-5	-1.7	/	3	-8
6	15	-0.4	0.17	-6	2
7	-6	0.5	-0.19	1	3
8	32	-0.1	-1.6	1	9

Other results
#	SMILES	TR-FRET SRC-2 ct	RAM network inh	PPARg SRC1 recr	PPARg SRC3 recr	S1P3 antagonist	PPARg SRC2 recr
9	CC1(C)CC(=O)C(N=Nc2ccc(S(=O)(=O)N3CCCCCC3)cc2)=C(O)C1	1427	1.9	-6	1	0	1
10	O=C(Nc1cccnc1)c1cc2nc(C3CC3)cc(C(F)(F)F)n2n1	1721	3.3	7	1	4	-3
11	Cn1c(C(=O)NCc2cccs2)cc2oc3ccccc3c21	1582	5.4	-3	4	2	-6
12	O=C(CCCc1ccccc1)Nc1nncs1	1503	0.7	-2	4	/	7
13	Nc1nc(N)c2nc(-c3ccccc3)c(N)nc2n1	1513	3.0	11	-3	1	5
14	CC(Oc1ccccc1)C(=O)Nc1nnc(C2CCCCC2)s1 (stereo not drawn)	1408	0.9	-7	3	-11	2
15	O=C(Nc1ccc(F)cc1)c1nc[nH]c1C(=O)Nc1ccc([N+](=O)[O-])cc1	1472	0.1	-4	2	6	-12
16	COC(=O)C1CCCN1C(=O)c1cccs1 (stereo not drawn)	1496	-0.5	-1	-4	4	8

#	Lmaj promast	DTT redox prof	ROMK primary	Efa HMGR inh	bIAP inhibitor
9	4	-0.5	-0.037	-5	6
10	36	1.5	/	3	2
11	-7	-1.0	/	-2	16
12	-7	-0.4	-0.93	-1	8
13	-5	0.2	/	-3	16
14	-5	-0.5	1.8	0	-1
15	92*	0.4	/	5	-43
16	-3	0.3	/	-1	8

Pulled one by one from the entries so far (two):
#	SMILES	TR-FRET SRC-2 ct	RAM network inh	PPARg SRC1 recr	PPARg SRC3 recr	S1P3 antagonist	PPARg SRC2 recr
9	CC1(C)CC(=O)C(N=Nc2ccc(S(=O)(=O)N3CCCCCC3)cc2)=C(O)C1	1427	1.9	-6	1	0	1
10	O=C(Nc1cccnc1)c1cc2nc(C3CC3)cc(C(F)(F)F)n2n1	1721	3.3	7	1	4	-3

#	Lmaj promast	DTT redox prof	ROMK primary	Efa HMGR inh	bIAP inhibitor
9	4	-0.5	-0.037	-5	6
10	36	1.5	/	3	2

The list goes on:
#	SMILES	TR-FRET SRC-2 ct	RAM network inh	PPARg SRC1 recr	PPARg SRC3 recr	S1P3 antagonist	PPARg SRC2 recr
17	CC(/C=N/Nc1nncc(=O)[nH]1)=C\c1ccccc1	1500	4.8	-5	-1	-4	-1
18	O=c1oc2ccccc2c(Nc2cccc(O)c2)c1[N+](=O)[O-]	1327	0.8	-3	-3	/	-7
19	CCOC(=O)C(Sc1nnc(-c2ccncc2)o1)C(C)=O (stereo not drawn)	1523	1.2	2	5	/	16
20	COc1cccc(-n2nnc3c(=O)n(CC(=O)NCC4CCCO4)cnc32)c1 (stereo not drawn)	1518	2.6	16	10	-32	2
21	COc1ccccc1C(=O)C1CCCN(Cc2ccc(Oc3ncccn3)cc2)C1 (stereo not drawn)	1438	0.1	-5	1	-1	-1
22	COc1ccc(-c2nc(CS(=O)CC(=O)N3CCc4ccccc4C3)c(C)o2)cc1 (stereo not drawn)	1787	2.6	-1	3	-17	-9
23	CCC(CO)Nc1ncc([N+](=O)[O-])cc1C#N (stereo not drawn)	1416	1.6	4	-9	-11	-3
24	COc1ccc(-n2c(CCc3ccccc3)n[nH]c2=S)cc1	1754	3.5	0	2	-12	5

#	Lmaj promast	DTT redox prof	ROMK primary	Efa HMGR inh	bIAP inhibitor
17	-8	0.2	/	-6	0
18	2	0.1	-0.34	-11	27
19	-3	0.8	0.81	-2	1
20	-6	-1.2	/	-4	7
21	-2	-0.1	0.017	1	4
22	33	0.1	/	-5	-4
23	0	0.2	/	-1	-3
24	-2	-0.3	-0.44	-3	-2

Additional results:
#	SMILES	TR-FRET SRC-2 ct	RAM network inh	PPARg SRC1 recr	PPARg SRC3 recr	S1P3 antagonist	PPARg SRC2 recr
25	O=C(CCNS(=O)(=O)c1ccc(Br)s1)NC1CCCC1	1543	0.1	-2	7	4	6
26	COc1ccc(C)cc1NC(=O)CN(c1ccccc1)S(C)(=O)=O	1567	1.2	2	-7	/	3
27	CN(C)/C=N/c1nc2nccc(-c3cccnc3)n2n1	1477	-1.1	11	0	-10	-8
28	CC1=C(C)CC(C(=O)NCc2ccc3c(c2)OCO3)C(C(=O)O)C1 (stereo not drawn)	1508	1.3	-1	1	/	-5
29	CC(=O)C1=C(N2CCCCC2)CCC1=O	1354	1.5	-3	3	26	4
30	Cc1ccc(CN2CCN(C(=O)C3CCCO3)CC2)cc1 (stereo not drawn)	1365	-0.1	-7	0	-22	-5
31	OCCN(CCO)c1ccc(C(c2ccc(Cl)cc2)c2ccc(N(CCO)CCO)cc2Cl)c(Cl)c1	1542	3.3	11	4	5	10
32	O=C(COc1ccccc1[N+](=O)[O-])N/N=C/C=C/c1ccco1	1656	0.8	-2	10	/	4

#	Lmaj promast	DTT redox prof	ROMK primary	Efa HMGR inh	bIAP inhibitor
25	-7	-1.5	/	-3	9
26	-7	-2.2	/	-5	2
27	1	-1.3	-0.0028	-3	-6
28	-5	0.4	-0.24	-3	-3
29	-6	2.6	/	-8	7
30	-2	2.4	/	-4	-3
31	-3	0.2	/	-3	-5
32	-8	-11	-1.1	7	2

(continued)
#	SMILES	TR-FRET SRC-2 ct	RAM network inh	PPARg SRC1 recr	PPARg SRC3 recr	S1P3 antagonist	PPARg SRC2 recr
33	O=C/C(=C\Nc1ccc(S(=O)(=O)CCO)cc1)c1nc2cc(Cl)ccc2o1	1531	2.5	5	-1	2	3
34	Cc1nc(SCC(=O)NCC2CCCO2)c2oc3ccccc3c2n1 (stereo not drawn)	1541	-0.5	15	1	21	8
35	O=C(Nn1cnnc1)c1cc2cc(Br)ccc2oc1=O	1625	1.6	5	-4	6	1
36	COc1ccc(-n2cc(CN(C)CCO)c(-c3cccc(F)c3)n2)cc1	1376	-0.4	9	4	-3	6
37	N=C1C(=O)OCC1c1ccccc1NC(=O)c1ccccc1 (stereo not drawn)	1698	0.9	10	-4	3	-1
38	COc1cc(NC(=O)Nc2ccc(C)cc2)cc([N+](=O)[O-])c1	1547	1.8	-2	2	17	4
39	O=C(NCCC1=CCCCC1)C1CCN(S(=O)(=O)c2cccs2)CC1	1542	0.9	4	2	-6	-2
40	NC(=S)Nc1ccc(Oc2ccc(NC(N)=S)cc2)cc1	1424	1.7	-5	0	/	4

#	Lmaj promast	DTT redox prof	ROMK primary	Efa HMGR inh	bIAP inhibitor
33	10	0.0	0.43	-2	-21
34	-6	-0.2	/	1	5
35	-3	3.9	/	-5	4
36	20	-0.3	/	-4	-40
37	-7	0.3	0.12	-8	8
38	1	1.0	0.75	-3	48
39	2	1.6	/	-2	11
40	-3	1.0	0.59	4	4

Other entries follow.
#	SMILES	TR-FRET SRC-2 ct	RAM network inh	PPARg SRC1 recr	PPARg SRC3 recr	S1P3 antagonist	PPARg SRC2 recr
41	CCCCC(=O)N1CCCC(c2nc(-c3cccc(OC)c3)no2)C1 (stereo not drawn)	1418	2.4	-3	-6	-11	-12
42	CN1CCN(S(=O)(=O)c2ccc(-c3ccccc3)cc2)CC1	1477	0.6	10	13	0	7
43	COc1ccccc1N/C(=N/c1nc(C)cc(C)n1)NC(C)=O	1428	0.2	-1	-3	16	8
44	CCCSc1nnc(Sc2nnnn2-c2ccccc2)s1	1387	0.0	5	11	-5	0

#	Lmaj promast	DTT redox prof	ROMK primary	Efa HMGR inh	bIAP inhibitor
41	4	-0.4	0.19	0	-1
42	86*	-3.4	/	-5	-2
43	61*	0.1	/	0	10
44	88*	-0.2	/	1	34

Among those listed so far, 2 have bromine.
#	SMILES	TR-FRET SRC-2 ct	RAM network inh	PPARg SRC1 recr	PPARg SRC3 recr	S1P3 antagonist	PPARg SRC2 recr
25	O=C(CCNS(=O)(=O)c1ccc(Br)s1)NC1CCCC1	1543	0.1	-2	7	4	6
35	O=C(Nn1cnnc1)c1cc2cc(Br)ccc2oc1=O	1625	1.6	5	-4	6	1

#	Lmaj promast	DTT redox prof	ROMK primary	Efa HMGR inh	bIAP inhibitor
25	-7	-1.5	/	-3	9
35	-3	3.9	/	-5	4
